Mcl-1 Bim block = inhibitors of Bim peptide binding to Mcl-1, primary screen, biochemical, bead-based flow cytometry, multiplex; AID 1009, 2008; Induced myeloid leukemia cell differentiation protein Mcl-1 (Homo sapiens), Q07820; actives 0.1% (n = 190,000); inhibition, % at 10 µM; Bim peptide-Mcl-1 binding;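 further: 0% = no compound tracer wells and 100% = peptide blocker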
Target sequence (Q07820 whole entry, looked up): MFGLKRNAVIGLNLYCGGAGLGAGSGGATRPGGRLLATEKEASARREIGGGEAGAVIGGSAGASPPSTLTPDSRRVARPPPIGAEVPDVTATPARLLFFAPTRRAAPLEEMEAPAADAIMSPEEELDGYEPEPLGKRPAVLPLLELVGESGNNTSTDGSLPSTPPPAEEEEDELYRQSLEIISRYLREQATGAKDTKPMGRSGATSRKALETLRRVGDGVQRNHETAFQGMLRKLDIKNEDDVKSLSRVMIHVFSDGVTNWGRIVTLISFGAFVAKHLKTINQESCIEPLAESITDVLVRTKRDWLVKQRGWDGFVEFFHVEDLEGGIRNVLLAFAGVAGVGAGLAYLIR
Mcl1-Bid inh = Mcl-1/Bid binding inhibitors, primary screen, biochemical, TR-FRET, 1536-well; Induced myeloid leukemia cell differentiation protein Mcl-1 (Homo sapiens), Q07820; TR-FRET Mcl-1/Bid-Dy647 peptide binding; inhibition, % at 21.7 µM; actives 0.97% (n = 220,000); AID 1021, 2008;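 active means compounds that cut the binding signal by more than half at the single screening dose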;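 further: His-tagged Mcl-1 with europium anti-His antibody binding Bid BH3 peptide; 0% = Mcl-1 plus peptide wells and 100% = peptide-only wells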
Bfl-1 Bim block = inhibitors of Bim binding to Bfl-1, primary screen, biochemical, multiplexed, bead-based flow cytometry; Bcl-2-related protein A1 (Homo sapiens), Q16548; inhibition, % at 10 µM; Bim-Bfl-1 binding inhibition; AID 1008, 2008; actives 0.12% (n = 190,000);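 further: 0% = wells without compound plus tracer and 100% = blocker peptide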
Bcl-W Bim block = inhibitors of Bim binding to Bcl-W, primary screen, biochemical, multiplexed, bead-based flow cytometry; Bcl-2-like protein 2 (Homo sapiens), Q92843; Bim peptide-Bcl-W binding; inhibition, % at 10 µM; actives 0.02% (n = 190,000); AID 952, 2007;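 further: 0% = bound tracer without compound and 100% = peptide blocker; higher means less fluorescent Bim peptide bound to Bcl-W beads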
GSH bead fluor = compound fluorescence on glutathione beads, profiling panel, artefact control, biophysical, 488/530 nm, flow cytometry; GSH beads flow cytometry, compound fluorescence 488/530 nm; stronger effect = higher value; fluorescence (KMESF) at 10 µM; actives 0.25% (n = 190,000); AID 1776, 2009; in the data active means fluorescence above about 89;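 further: glutathione beads carrying GST-tagged Bcl family fusion proteins plus one bare bead set; values are compound well signal with DMSO vehicle wells as background; inactives centre near 16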
Bcl-XL Bim block = inhibitors of Bim-Bcl-XL binding, primary screen, biochemical, multiplexed, bead flow cytometry, human Bcl-XL; Bim peptide-Bcl-XL binding, fluorescence; inhibition, % at 10 µM; actives 0.04% (n = 190,000); AID 1007, 2008
Target sequence (Q07817 whole entry, looked up): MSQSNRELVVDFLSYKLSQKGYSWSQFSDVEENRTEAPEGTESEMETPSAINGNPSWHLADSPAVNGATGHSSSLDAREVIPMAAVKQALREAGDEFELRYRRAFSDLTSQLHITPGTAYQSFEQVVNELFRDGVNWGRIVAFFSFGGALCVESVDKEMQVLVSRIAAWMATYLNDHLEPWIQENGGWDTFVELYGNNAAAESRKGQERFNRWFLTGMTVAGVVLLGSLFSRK
RGS8-Gao = RGS8-Galphao binding modulators, primary screen, biochemical, multiplexed bead flow cytometry. response (percent of control binding), % at 10 µM. actives 0.34% (n = 220,000). Guanine nucleotide-binding protein G(o) subunit alpha (Homo sapiens), P09471. actives lie on both sides; in the data active means response below about 60% or above about 140%; inactive means in between;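 further: Galphao activated as the GDP aluminium fluoride complex binding bead-coupled RGS8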
RGS4-Gao reg = modulators of RGS4 binding to Galphao, primary screen, biochemical, multiplexed bead flow cytometry. binding response (% of control), % at 10 µM. AID 1415, 2008. actives lie on both sides. actives 0.33% (n = 220,000); in the data active means binding response below about 49% or above about 150%; inactive means in between;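 further: fluorescent Galphao activated with aluminum fluoride binding bead-coupled RGS4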
Bim-Bcl-2 = inhibitors of Bim-Bcl-2 binding, primary screen, biochemical, multiplexed, human Bcl-2 family; Apoptosis regulator Bcl-2 (Homo sapiens), P10415; Bead-based flow cytometry, Bim peptide-Bcl-2 binding; inhibition, % at 10 µM; actives 0.06% (n = 190,000); in the data active means inhibition above about 40%;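 further: 0% = no compound wells with probe peptide and 100% = reference peptide inhibitor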
Target sequence (P10415 whole entry, looked up): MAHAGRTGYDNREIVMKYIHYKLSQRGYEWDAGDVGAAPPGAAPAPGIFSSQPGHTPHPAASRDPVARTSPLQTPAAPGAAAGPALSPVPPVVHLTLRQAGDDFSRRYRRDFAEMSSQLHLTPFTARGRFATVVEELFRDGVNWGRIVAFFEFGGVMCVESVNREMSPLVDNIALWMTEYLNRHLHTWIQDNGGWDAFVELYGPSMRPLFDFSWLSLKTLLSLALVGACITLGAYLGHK
Bcl-B Bim block = inhibitors of Bim-Bcl-B binding, primary screen, biochemical, multiplexed, human Bcl-2 family. bead-based flow cytometry, Bim peptide-Bcl-B binding. inhibition, % at 10 µM. actives 0.073% (n = 190,000);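 further: 0% = tracer peptide without compound and 100% = reference inhibitor peptide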
Target sequence (Q9HD36 whole entry, looked up): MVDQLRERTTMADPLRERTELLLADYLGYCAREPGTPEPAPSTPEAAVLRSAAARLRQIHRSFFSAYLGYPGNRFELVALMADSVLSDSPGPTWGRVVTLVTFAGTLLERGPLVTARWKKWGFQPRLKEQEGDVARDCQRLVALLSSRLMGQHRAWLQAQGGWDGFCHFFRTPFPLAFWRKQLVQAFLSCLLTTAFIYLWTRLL
RGS7-Gao = RGS7-Galphao binding modulators, primary screen, biochemical, multiplexed bead flow cytometry. Guanine nucleotide-binding protein G(o) subunit alpha (Homo sapiens), P09471. actives lie on both sides. binding response (% of control), % at 10 µM. actives 0.35% (n = 220,000); in the data active means binding response below about 49% or above about 150%;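 further: fluorescent Galphao held in activated GDP-AlF4 state binding bead-coupled RGS7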
Starred values were filed as active, the others as inactive. Unless noted, no stated cut-off is given here; in the data, active means inhibition above about 40%. No enrichment for hits; any-hit rate near 1.8%.

SMILES	Mcl-1 Bim block	Mcl1-Bid inh	Bfl-1 Bim block	Bcl-W Bim block	GSH bead fluor	Bcl-XL Bim block	RGS8-Gao	RGS4-Gao reg	Bim-Bcl-2	Bcl-B Bim block	RGS7-Gao
CCOC(=O)Cn1c(=O)oc2cc(S(=O)(=O)Nc3cccc(C)c3)ccc21	-2.0	-13.4	-12.0	2.0	23	-6.0	102.1	101.6	-6.0	-8.0	103.2
COc1ccc(C(c2nnnn2CS(=O)(=O)c2ccc(C)cc2)N2CCN(c3ncccn3)CC2)cc1 (stereo not drawn)	-3.0	3.2	-2.0	-4.0	13	-4.0	103.3	101.0	-4.0	-6.0	97.7
CC(=O)c1ccc(N(C)C)cc1	2.0	-63.1	-9.0	0.0	16	-4.0	103.1	101.2	-1.0	-2.0	102.9
CCn1cc(C(=O)N2CC=C(c3ccccc3)CC2)c(=O)c2ccc(C)nc21	3.0	-57.7	-4.0	-3.0	16	-1.0	102.7	98.8	-4.0	-1.0	102.3
CCN(CC)CCN1C(=O)c2oc3ccccc3c(=O)c2C1c1cccc(Br)c1 (stereo not drawn)	0.0	-22.3	-5.0	5.0	6	4.0	103.1	105.2	0.0	-1.0	101.5
CCCCOc1ccc(NC(=O)CN2CCN(C(=O)OCC)CC2)cc1	-3.0	40.4	-18.0	-5.0	19	-13.0	101.0	102.9	-5.0	-9.0	100.6
CCC(O)C1CCN(C(=O)c2cc(COc3ccc4ncccc4c3)on2)CC1 (stereo not drawn)	0.0	-6.6	-5.0	1.0	12	0.0	109.9	107.4	-1.0	-1.0	109.2
Cc1cc(C)c2c(N)c(C(=O)c3ccc(Cl)cc3Cl)sc2n1	-5.0	-18.6	-2.0	-4.0	13	-4.0	105.7	101.0	0.0	-2.0	100.8
Cc1cccc2cc(CNC3CCCC3)c(Cl)nc12	-1.0	-17.3	-11.0	-1.0	14	0.0	105.2	102.0	-5.0	-6.0	98.5
O=C(NC1C2CC3CC(C2)CC1C3)C1CC1 (stereo not drawn)	-1.0	-11.9	2.0	-1.0	45	-3.0	96.3	96.0	4.0	1.0	96.8
Cn1c(SCCOc2ccccc2Cl)nnc1-c1ccncc1	-3.0	-20.4	-17.0	-1.0	23	-6.0	100.0	99.8	-8.0	-9.0	98.5
CC(C)(C)n1nnnc1CN(Cc1ccc(F)cc1)Cc1ccco1	5.0	-1.8	-10.0	6.0	42	1.0	101.2	105.4	-3.0	-4.0	102.1
Cn1c(SCC(=O)Nc2ccccc2F)nnc1-c1cccnc1	-2.0	-7.1	-12.0	0.0	24	-3.0	101.3	101.2	-7.0	-5.0	102.4
CCOc1ccc(OCC)c(NC(=O)CN2CCN(c3cccc(C)c3C)CC2)c1	-4.0	31.6	-19.0	-3.0	18	-8.0	98.9	99.5	-6.0	-7.0	99.1
CC(=O)Nc1ccc(S(=O)(=O)N(Cc2ccccc2)C(C)C)cc1	-2.0	-16.5	0.0	-2.0	11	0.0	96.2	91.9	-1.0	0.0	91.4
OC1CCCN(Cc2ccccc2)C1 (stereo not drawn)	0.0	-7.7	-9.0	-5.0	32	1.0	96.8	79.0	-4.0	-3.0	85.5
COc1cc(/C=N/NC(=O)C23CC4CC(CC(C4)C2)C3)cc(Br)c1O	0.0	-58.6	4.0	3.0	10	0.0	102.6	102.2	3.0	-6.0	102.0
CNC(=S)N(CCc1c(C)[nH]c2ccc(Cl)cc12)Cc1cccs1	0.0	-4.7	-2.0	4.0	10	0.0	102.2	100.0	0.0	-1.0	99.6
O=C(O)CSCC(=O)Nc1cc(C(F)(F)F)ccc1Cl	-2.0	7.1	-1.0	0.0	12	0.0	98.9	98.9	0.0	0.0	97.3
O=C(Cc1ccc(Cl)cc1)Nc1ccc(S(=O)(=O)Nc2cnc3ccccc3n2)cc1	0.0	9.0	-3.0	0.0	27	-1.0	100.3	103.1	-1.0	-1.0	105.5
CCOC(=O)C1=NNC(C(=O)c2ccc(Cl)cc2)C1c1ccc(OC)cc1 (stereo not drawn)	-2.0	-18.0	-2.0	-1.0	23	-3.0	97.0	98.6	0.0	-3.0	96.6
CCC(=O)N1CCc2cc(S(=O)(=O)Nc3ccc4c(c3)OCCO4)ccc21	0.0	-14.7	1.0	4.0	17	4.0	97.6	104.8	2.0	1.0	102.7
COc1ccc(C(=O)N/N=C(\C)CC(=O)N2CCN(C=O)CC2)cc1	-5.0	-2.4	-2.0	-5.0	12	-4.0	102.0	101.7	-1.0	-4.0	103.0
Cc1cc(OCC(=O)Nc2ccc(S(=O)(=O)N3CCN(C)CC3)cc2)cc(C)c1Cl	0.0	10.4	-10.0	0.0	34	-1.0	105.8	103.6	-8.0	-9.0	102.9
c1ccc(-n2cnc3cc(NCc4ccco4)ccc32)cc1	1.0	-37.5	2.0	2.0	22	0.0	103.1	105.3	0.0	3.0	106.9
Cc1ccc(S(=O)(=O)NNC(=O)C(=O)NNc2ccccn2)cc1	0.0	-111.8	1.0	0.0	15	0.0	97.8	94.1	0.0	0.0	97.4
COc1ccc(C2NCCc3c2[nH]c2ccccc32)cc1CSc1nc2ccccc2s1 (stereo not drawn)	-5.0	-47.7	12.0	-1.0	10	-8.0	107.0	101.1	3.0	-10.0	99.6
CCOc1c(Cl)cc(CNCc2ccccn2)cc1OC	0.0	-10.3	-7.0	-2.0	23	-4.0	104.4	102.5	-3.0	-4.0	99.8
O=C(c1ccco1)N1CCN(S(=O)(=O)Cc2ccc(Cl)cc2)CC1	0.0	-16.0	-12.0	0.0	13	-5.0	100.3	97.8	-7.0	-6.0	101.0
CCCC1CC(C)(c2csc(Nc3ccc(OCC)cc3)n2)OC1=O (stereo not drawn)	-16.0	-26.6	10.0	4.0	21	-10.0	100.8	100.0	-14.0	-18.0	101.3

3 compounds picked at random from those above:
SMILES	Mcl-1 Bim block	Mcl1-Bid inh	Bfl-1 Bim block	Bcl-W Bim block	GSH bead fluor	Bcl-XL Bim block	RGS8-Gao	RGS4-Gao reg	Bim-Bcl-2	Bcl-B Bim block	RGS7-Gao
CNC(=S)N(CCc1c(C)[nH]c2ccc(Cl)cc12)Cc1cccs1	0.0	-4.7	-2.0	4.0	10	0.0	102.2	100.0	0.0	-1.0	99.6
O=C(c1ccco1)N1CCN(S(=O)(=O)Cc2ccc(Cl)cc2)CC1	0.0	-16.0	-12.0	0.0	13	-5.0	100.3	97.8	-7.0	-6.0	101.0
CCOC(=O)C1=NNC(C(=O)c2ccc(Cl)cc2)C1c1ccc(OC)cc1 (stereo not drawn)	-2.0	-18.0	-2.0	-1.0	23	-3.0	97.0	98.6	0.0	-3.0	96.6

Next compounds follow:
SMILES	Mcl-1 Bim block	Mcl1-Bid inh	Bfl-1 Bim block	Bcl-W Bim block	GSH bead fluor	Bcl-XL Bim block	RGS8-Gao	RGS4-Gao reg	Bim-Bcl-2	Bcl-B Bim block	RGS7-Gao
COCc1cc(S(=O)c2ccc(Cl)cc2)nc(C)n1 (stereo not drawn)	0.0	-17.2	0.0	-3.0	20	-3.0	101.9	101.9	0.0	-10.0	105.1
CSCc1ccc(C(=O)NCc2ccc(C)cc2)cc1	-8.0	-8.9	-3.0	-5.0	22	-7.0	100.6	100.4	2.0	-4.0	100.1
N#CC1=C(S)N(c2ccccc2)C(c2ccc(-c3ccccc3Cl)o2)NC1=O (stereo not drawn)	-10.0	-17.3	4.0	-6.0	9	-8.0	98.7	101.1	6.0	-4.0	99.1
Cc1ccsc1C=Nc1ccc(O)cc1	0.0	-24.5	16.0	8.0	9	0.0	96.9	96.4	-1.0	-14.0	94.8
Cc1sc(NC(=O)C2CCCO2)c(C(N)=O)c1C (stereo not drawn)	-4.0	-11.4	10.0	-2.0	12	-8.0	90.6	96.4	1.0	-28.0	95.3
Cc1ccc(CCP(=O)(O)CN2CCOCC2)cn1	-1.0	-5.3	-14.0	0.0	9	-8.0	93.7	93.6	-11.0	-8.0	96.4
CCN(CC)S(=O)(=O)c1cccc(C(=O)N2CC(O)CC2C(=O)O)c1 (stereo not drawn)	0.0	-1.6	-6.0	-1.0	22	-7.0	102.3	101.7	-6.0	-6.0	100.1
CN(C)/C=C\C(=C/C(=O)C(F)(F)F)Nc1ccccc1Oc1ccccc1	0.0	-11.8	-4.0	-1.0	14	0.0	90.4	100.4	2.0	-1.0	139.9
O=C(CC1CCCCC1)Nc1ncn[nH]1	1.0	-34.7	-3.0	0.0	29	2.0	97.2	98.9	-2.0	2.0	97.6
c1cncc(CSc2nnc3ccc(-c4cccs4)nn23)c1	0.0	-23.4	-3.0	0.0	14	0.0	99.9	104.7	-2.0	-3.0	101.0
Cc1cc(C(=O)N2CCN(S(C)(=O)=O)CC2)cs1	0.0	-2.9	-1.0	-1.0	28	0.0	101.0	101.4	2.0	-5.0	101.1
Cc1c(NC(=O)CN2c3cccc4cccc(c34)S2(=O)=O)c(=O)n(-c2ccccc2)n1C	-5.0	9.5	-7.0	-6.0	11	-9.0	102.7	100.4	-9.0	-6.0	98.9
O=C(NC(=S)Nc1ccc(-c2nc3ncccc3o2)cc1)c1ccccc1F	-1.0	-3.5	-5.0	-1.0	10	-1.0	96.1	89.7	-2.0	-8.0	90.1
CC(C)(C)NCCOCCOc1ccc(Cl)cc1C(C)(C)C	0.0	41.8	-5.0	-2.0	27	1.0	100.0	100.0	1.0	-5.0	96.3
CC(=O)Nc1ccccc1C(=O)C(=O)Nc1ccccc1	-4.0	-1.6	-8.0	-5.0	12	-8.0	98.4	98.1	-6.0	-8.0	98.5
C=CCOc1ccccc1CN1CCCC(CCC(=O)N(C)CCc2ccccn2)C1 (stereo not drawn)	1.0	-4.2	-4.0	-1.0	18	3.0	101.8	99.4	-1.0	-4.0	100.1
COc1cccc(NC(=O)CSc2nnc(CN3CCOCC3)n2C)c1	0.0	-4.8	3.0	3.0	19	1.0	16.8*	31.2*	5.0	6.0	22.1*
CCOC(=O)c1cc(NC(=O)N(C(C)C)C(C)C)c(C)nc1C	-1.0	-24.6	-7.0	0.0	5	0.0	101.2	100.3	1.0	-6.0	104.4
Fc1ccc(NCc2nnc(SCc3ccccc3)o2)cc1	-2.0	-58.3	-5.0	-1.0	10	-4.0	102.8	104.9	-3.0	-8.0	104.6
COc1ccc(NC(=O)CN2CCC(C(N)=O)(N3CCCCC3)CC2)cc1	-5.0	-12.8	-23.0	-6.0	25	-14.0	105.8	100.5	-12.0	-11.0	102.4
N/C(=N\OC(=O)c1ccc2c(c1)OCO2)c1ccc([N+](=O)[O-])cc1	1.0	-20.4	-4.0	-1.0	18	-2.0	97.1	99.0	0.0	-4.0	99.3
Cc1ccc(CN2C(=O)CCC2C(=O)NCc2ccco2)cc1 (stereo not drawn)	0.0	-6.9	-9.0	3.0	14	-2.0	103.6	102.6	-7.0	-5.0	104.9
O=C(N/N=C/c1ccccn1)c1cc(-c2ccccc2Cl)n[nH]1	2.0	-44.1	-6.0	-4.0	20	-4.0	103.0	100.4	-2.0	-3.0	99.6

Compound activity (PubChem BioAssay)
